# INS-1E rescue = INS-1E beta cell protection from cytokine death; INS-1E cytokine-induced death, ATP luminescence, 48 h; normalised: neutral wells 0, positive control 100; protection from cytokine-induced ATP loss, % at 10 µM; 0.1% of 20,000 active; AID 488910;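 active = mean replicate protection from cytokine-induced ATP loss at least 50% and at least 75% of replicates each reaching 50%; inconclusive = meets only one of the two criteria, mean or replicate share; inactive = fails both the mean and replicate share criteria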
#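 Material: INS-1E rat cells; Quantity: 8000 cells/well; Buffer or medium: phenol-red-free RPMI with 5% fetal bovine serum; Probe or stimulus: cytokine cocktail of IFN-γ, TNF-α and IL-1β; Compound dosing: single test concentration per compound, delivered by pin transfer; Incubation: 48 h co-treatment, 10 min post-lysis read; Signal: CellTiter-Glo luminescence.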
# T cruzi intra = blocks T. cruzi growth inside host cells. intracellular Trypanosoma cruzi in host cells, plate reader. activity score (inhibition), % at 5.01 µM. 4.9% of 22,000 active; in the data active = activity score above about 55%; inconclusive = no clear call, values can overlap the other calls;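 note: parasites and compound incubated about four days before reading; 0% = median of neutral control wells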
# Starred values were filed as active, the others as inactive; ? = inconclusive; · = no result given.
Structure | INS-1E rescue | T cruzi intra
C[C@H](CO)N1C[C@H](C)[C@H](CN(C)S(=O)(=O)c2cccs2)Oc2c(NC(=O)c3nc4ccccc4s3)cccc2C1=O | -16 | 76*
C[C@@H]1CCCCO[C@@H](CN(C)C(=O)c2ccccc2)[C@@H](C)CN([C@H](C)CO)C(=O)c2cc(NS(=O)(=O)c3cccs3)ccc2O1 | -5 | -12
C[C@@H]1CN([C@@H](C)CO)C(=O)CCCn2nncc2CO[C@@H]1CN(C)C(=O)c1ccc(N2CCN(C)CC2)cc1 | · | -12
C[C@@H]1CN([C@@H](C)CO)C(=O)c2cc(NC(=O)Nc3ccc(F)cc3)ccc2O[C@H]1CN(C)Cc1ccc2c(c1)OCO2 | -13 | 1
O=C(O)CCCCCCC(=O)N/N=C/c1ccoc1 | 12 | -11
CC(C)NC(=O)Nc1ccc2c(c1)C(=O)N([C@H](C)CO)C[C@H](C)[C@H](CN(C)C(=O)NC1CCCCC1)O2 | 0 | -15
O=C(N/N=C/c1ccc(N(c2ccccc2)c2ccccc2)cc1)c1ccccn1 | 0 | 42
C[C@@H]1CCCCO[C@@H](CN(C)Cc2ccc(C(=O)Nc3ccccc3N)cc2)[C@@H](C)CN([C@H](C)CO)C(=O)c2cc(NS(=O)(=O)c3cccs3)ccc2O1 | -9 | 62*
C[C@@H]1CN([C@H](C)CO)C(=O)c2cc(NC(=O)Nc3ccccc3)ccc2O[C@H]1CN(C)Cc1ccc(-c2ccccc2)cc1 | -54 | 9
C[C@@H]1CN([C@@H](C)CO)C(=O)c2cccc(NC(=O)c3nc4ccccc4s3)c2O[C@@H]1CN(C)Cc1ccccc1 | -49 | 36
COc1ccc(S(=O)(=O)Nc2cccc3c2O[C@@H](CN(C)Cc2ccc(Oc4ccccc4)cc2)[C@@H](C)CN([C@H](C)CO)C3=O)cc1 | -44 | 19
Cc1cccc(S(=O)(=O)N(C)C[C@@H]2OCc3cn(nn3)CCCC(=O)N([C@H](C)CO)C[C@@H]2C)c1 | · | -12
CCOC(=O)N(C)C[C@H]1OCc2cn(nn2)CCCC(=O)N([C@H](C)CO)C[C@@H]1C | · | -24
C[C@@H]1CN([C@@H](C)CO)C(=O)c2cc(NC(=O)C3CC3)ccc2O[C@H]1CN(C)Cc1ccc2c(c1)OCO2 | -3 | -1
C[C@H]1CN([C@@H](C)CO)C(=O)c2cccc(NC(=O)c3cnccn3)c2O[C@@H]1CN(C)Cc1ccc(C(=O)Nc2ccccc2N)cc1 | -14 | ?
COc1ccc(CN(C)C[C@H]2Oc3ccc(NC(=O)C4CCCCC4)cc3C(=O)N([C@H](C)CO)C[C@H]2C)cc1 | 2 | -6
CC(C)NC(=O)Nc1ccc2c(c1)C(=O)N([C@@H](C)CO)C[C@@H](C)[C@@H](CN(C)CC1CCCCC1)O2 | · | -18
C[C@H]1CN([C@@H](C)CO)C(=O)c2cc(NC(=O)c3ccncc3)ccc2O[C@@H]1CN(C)C(=O)Nc1cccc2ccccc12 | 3 | -7
CC(C)NC(=O)N(C)C[C@H]1OCc2cn(nn2)CCCC(=O)N([C@H](C)CO)C[C@@H]1C | · | -17
C[C@H](CO)N1C[C@H](C)[C@@H](CN(C)Cc2ccc(Oc3ccccc3)cc2)Oc2c(NC(=O)C3CC3)cccc2C1=O | -25 | 48
C[C@@H]1CN([C@@H](C)CO)C(=O)Cc2cc(NC(=O)C3CCCCC3)ccc2O[C@@H]1CN(C)C | 14 | -5
C[C@H](CO)N1C[C@H](C)[C@H](CN(C)S(=O)(=O)c2ccccc2)Oc2ccc(NC(=O)Nc3ccccc3)cc2C1=O | · | -4
COc1ccc(NC(=O)N(C)C[C@@H]2Oc3ccc(NC(=O)Nc4ccccc4)cc3CC(=O)N([C@H](C)CO)C[C@H]2C)cc1 | 6 | -11
C[C@H](CO)N1C[C@H](C)[C@@H](CN(C)Cc2ccncc2)Oc2c(NC(=O)c3ccc(-c4nccs4)cc3)cccc2C1=O | 0 | 50
C[C@H]1CN([C@@H](C)CO)C(=O)Cc2cc(NC(=O)CCC(F)(F)F)ccc2O[C@@H]1CN(C)Cc1ccc(-c2ccccc2)cc1 | -53 | 60*

# Structures listed so far that contain an aryl methoxy group:
Structure | INS-1E rescue | T cruzi intra
COc1ccc(S(=O)(=O)Nc2cccc3c2O[C@@H](CN(C)Cc2ccc(Oc4ccccc4)cc2)[C@@H](C)CN([C@H](C)CO)C3=O)cc1 | -44 | 19
COc1ccc(CN(C)C[C@H]2Oc3ccc(NC(=O)C4CCCCC4)cc3C(=O)N([C@H](C)CO)C[C@H]2C)cc1 | 2 | -6
COc1ccc(NC(=O)N(C)C[C@@H]2Oc3ccc(NC(=O)Nc4ccccc4)cc3CC(=O)N([C@H](C)CO)C[C@H]2C)cc1 | 6 | -11

# The main list resumes with the four entries that preceded the break.
Structure | INS-1E rescue | T cruzi intra
C[C@H](CO)N1C[C@H](C)[C@H](CN(C)S(=O)(=O)c2ccccc2)Oc2ccc(NC(=O)Nc3ccccc3)cc2C1=O | · | -4
COc1ccc(NC(=O)N(C)C[C@@H]2Oc3ccc(NC(=O)Nc4ccccc4)cc3CC(=O)N([C@H](C)CO)C[C@H]2C)cc1 | 6 | -11
C[C@H](CO)N1C[C@H](C)[C@@H](CN(C)Cc2ccncc2)Oc2c(NC(=O)c3ccc(-c4nccs4)cc3)cccc2C1=O | 0 | 50
C[C@H]1CN([C@@H](C)CO)C(=O)Cc2cc(NC(=O)CCC(F)(F)F)ccc2O[C@@H]1CN(C)Cc1ccc(-c2ccccc2)cc1 | -53 | 60*
C[C@@H]1CN([C@H](C)CO)C(=O)c2cccc(NS(=O)(=O)c3ccc(F)cc3)c2O[C@H]1CN(C)CC1CC1 | 13 | -6
C[C@@H]1CN([C@H](C)CO)C(=O)c2cccc(NC(=O)c3cnccn3)c2O[C@H]1CN(C)S(=O)(=O)c1ccc(Cl)cc1 | -4 | -13
C[C@@H]1CN([C@@H](C)CO)C(=O)c2cc(NC(=O)C3CC3)ccc2O[C@@H]1CN(C)Cc1ccccc1 | -1 | -4
COc1ccc(S(=O)(=O)Nc2ccc3c(c2)C(=O)N([C@@H](C)CO)C[C@H](C)[C@@H](CN(C)S(=O)(=O)c2ccccc2)O3)cc1 | -4 | 8
C[C@H]1CN([C@@H](C)CO)C(=O)Cc2cc(NS(=O)(=O)c3ccc(F)cc3)ccc2O[C@H]1CN(C)Cc1ccc(Oc2ccccc2)cc1 | -29 | 33
C[C@H]1CN([C@@H](C)CO)C(=O)c2cccc(NS(=O)(=O)c3cccs3)c2O[C@@H]1CN(C)C(=O)Nc1ccc2c(c1)OCO2 | 2 | -18
CC(C)NC(=O)N(C)C[C@@H]1Oc2c(NC(=O)Nc3ccc(F)cc3)cccc2C(=O)N([C@@H](C)CO)C[C@H]1C | 4 | 29
C[C@@H]1CN([C@@H](C)CO)C(=O)c2cc(NS(C)(=O)=O)ccc2O[C@@H]1CN(C)C(=O)Nc1cccc2ccccc12 | 9 | -13
CNC[C@@H]1Oc2c(NS(=O)(=O)c3cn(C)cn3)cccc2C(=O)N([C@@H](C)CO)C[C@H]1C | 4 | -13
C[C@H]1CN([C@@H](C)CO)C(=O)c2cccc(NS(=O)(=O)c3cccs3)c2O[C@H]1CN(C)C(=O)NC1CCCCC1 | 2 | 12
C[C@H]1CN([C@@H](C)CO)C(=O)c2cc(NC(=O)Cc3ccccc3)ccc2O[C@@H]1CN(C)Cc1ccccc1 | 10 | 9
C[C@H]1CN([C@@H](C)CO)C(=O)Cc2cc(NC(=O)C3CC3)ccc2O[C@@H]1CN(C)CC1CCCCC1 | -4 | -5
C[C@@H]1CN([C@H](C)CO)C(=O)Cc2cc(NC(=O)Nc3cccc4ccccc34)ccc2O[C@@H]1CN(C)CC1CCCCC1 | 0 | 50
C[C@H](CO)N1C[C@H](C)[C@H](CN(C)Cc2ccc(Oc3ccccc3)cc2)Oc2ccc(NC(=O)C3CC3)cc2CC1=O | -21 | 20
COC(=O)CCCCCCC(=O)N/N=C/C=C/c1ccccc1 | -3 | -14
C[C@@H]1CN([C@H](C)CO)C(=O)Cc2cc(NC(=O)C3CC3)ccc2O[C@@H]1CN(C)Cc1ccc(Cl)c(Cl)c1 | -15 | 12
Cc1noc(C)c1S(=O)(=O)N(C)C[C@H]1Oc2ccc(N(C)C)cc2CC(=O)N([C@H](C)CO)C[C@H]1C | -1 | -19
C[C@@H]1CCCCO[C@@H](CN(C)Cc2ccc(C(F)(F)F)cc2)[C@@H](C)CN([C@H](C)CO)C(=O)c2cc(NC(=O)c3ccncc3)ccc2O1 | -10 | 9
O=C(CCCCCCC(=O)Nc1ccccc1O)N/N=C/C=C/c1ccccc1 | 6 | -20
Cc1ccc(S(=O)(=O)Nc2ccc3c(c2)CC(=O)N([C@@H](C)CO)C[C@H](C)[C@@H](CN(C)Cc2ccc(C(F)(F)F)cc2)O3)cc1 | 0 | 62*
COc1ccc(S(=O)(=O)Nc2cccc3c2O[C@@H](CN(C)Cc2ccc(C(=O)O)cc2)[C@@H](C)CN([C@H](C)CO)C3=O)cc1 | 9 | -16
Cc1noc(C)c1NC(=O)Nc1ccc2c(c1)CC(=O)N([C@@H](C)CO)C[C@H](C)[C@@H](CN(C)CC1CCCCC1)O2 | -6 | 4
C[C@H]1CN([C@@H](C)CO)C(=O)c2cc(NC(=O)C3CC3)ccc2O[C@H]1CN(C)Cc1ccc(-c2ccccc2)cc1 | · | -1
C[C@@H]1CN([C@H](C)CO)C(=O)Cc2cc(NC(=O)Nc3ccccc3)ccc2O[C@@H]1CN(C)S(=O)(=O)c1cn(C)cn1 | 7 | -3
C[C@@H]1CN([C@H](C)CO)C(=O)Cc2cc(NC(=O)Cc3ccccc3)ccc2O[C@H]1CN(C)Cc1ccccc1 | 2 | -2
Cc1ccc(S(=O)(=O)Nc2ccc3c(c2)CC(=O)N([C@H](C)CO)C[C@@H](C)[C@H](CN(C)Cc2ccc(C(=O)O)cc2)O3)cc1 | 3 | -26
Cc1ccc(S(=O)(=O)Nc2ccc3c(c2)C(=O)N([C@H](C)CO)C[C@H](C)[C@H](CN(C)C(=O)Nc2ccc(F)cc2)O3)cc1 | · | 4
C[C@@H]1CN([C@@H](C)CO)C(=O)c2cc(NS(=O)(=O)c3cn(C)cn3)ccc2O[C@@H]1CN(C)C(=O)Nc1ccc(C(F)(F)F)cc1 | · | -14
CC(C)NC(=O)Nc1ccc2c(c1)C(=O)N([C@H](C)CO)C[C@H](C)[C@H](CN(C)S(=O)(=O)c1cccs1)O2 | 6 | -21
C[C@@H]1CN([C@@H](C)CO)C(=O)c2cc(NC(=O)CCCN(C)C)ccc2O[C@@H]1CN(C)C(=O)Nc1ccc2c(c1)OCO2 | -1 | -12
C[C@H](CO)N1C[C@H](C)[C@@H](CN(C)Cc2ccc(-c3ccccc3)cc2)Oc2ccc(NS(=O)(=O)c3ccc(Cl)cc3)cc2C1=O | -16 | 22
C[C@@H]1CCCCO[C@@H](CN(C)S(=O)(=O)c2ccc(Cl)cc2)[C@@H](C)CN([C@H](C)CO)C(=O)c2cc(NC(=O)NC3CCCCC3)ccc2O1 | -3 | -3
COc1ccc(NC(=O)N(C)C[C@H]2Oc3c(NS(=O)(=O)c4cccs4)cccc3C(=O)N([C@@H](C)CO)C[C@H]2C)cc1 | 7 | -15
C[C@@H]1CN([C@H](C)CO)C(=O)c2cccc(NC(=O)c3ccc(-c4nccs4)cc3)c2O[C@H]1CN(C)C(=O)Nc1ccccc1 | 7 | 3
C[C@H]1CN([C@@H](C)CO)C(=O)Cc2cc(NC(=O)CCN3CCOCC3)ccc2O[C@@H]1CN(C)S(=O)(=O)c1ccccc1 | -2 | -4
COc1ccc(S(=O)(=O)Nc2ccc3c(c2)CC(=O)N([C@H](C)CO)C[C@H](C)[C@H](CN(C)C(=O)Nc2ccc(F)cc2)O3)cc1 | 2 | 10
Cc1noc(C)c1NC(=O)N(C)C[C@H]1Oc2ccc(NC(=O)Cn3cnnn3)cc2C(=O)N([C@H](C)CO)C[C@@H]1C | 9 | -25
Cc1noc(C)c1S(=O)(=O)Nc1cccc2c1O[C@@H](CN(C)Cc1ccc(Cl)c(Cl)c1)[C@@H](C)CN([C@H](C)CO)C2=O | -9 | -44
COc1ccc(S(=O)(=O)N(C)C[C@H]2Oc3ccc(NS(=O)(=O)c4ccccc4)cc3CC(=O)N([C@H](C)CO)C[C@H]2C)cc1 | -21 | 34
COc1ccc(NC(=O)Nc2cccc3c2O[C@@H](CN(C)C(=O)Nc2ccc(C(F)(F)F)cc2)[C@@H](C)CN([C@@H](C)CO)C3=O)cc1 | -2 | 20
C[C@H](CO)N1C[C@H](C)[C@H](CN(C)C)Oc2ccc(N(C)C)cc2C1=O | 1 | 3
O=C(NO)c1cccc(C(=O)N/N=C/c2cc(O)ccc2O)c1 | 21 | 27
COc1ccc(S(=O)(=O)N(C)C[C@H]2Oc3ccc(NC(=O)Nc4ccc(C(F)(F)F)cc4)cc3CC(=O)N([C@@H](C)CO)C[C@@H]2C)cc1 | 6 | 2
COc1ccc(NC(=O)Nc2cccc3c2O[C@@H](CN(C)C(=O)NC2CCCCC2)[C@H](C)CN([C@H](C)CO)C3=O)cc1 | 14 | -10
COc1ccc(CN(C)C[C@@H]2Oc3ccc(NC(=O)C4CCCCC4)cc3C(=O)N([C@@H](C)CO)C[C@@H]2C)cc1 | -53 | -2
COc1ccc(NC(=O)N(C)C[C@H]2Oc3ccc(NC(=O)NC(C)C)cc3CC(=O)N([C@H](C)CO)C[C@H]2C)cc1 | 14 | -41

# Screens as filed in PubChem.
